# Screening data from PubChem BioAssay.
# 697 NFkB inh: inhibitors of the PMA/ionomycin-induced NF-kB reporter in 697 B cells. 330,000 compounds, 0.33% hits. 697 B-cell NF-kB luciferase reporter, 16 h. inhibition, % at 4 µM; in the data active means inhibition above about 35%
# UPR CHOP act: apoptotic UPR (CHOP) activation; CHO-CHOP luciferase reporter, luminescence; percent of tunicamycin response over DMSO baseline; activation, % at 10 µM; 330,000 compounds, 0.34% hits;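 active means at 10 µM dose, activation of 40% or more, normalized to positive control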;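 further: 100% = tunicamycin at 10 µg/mL and 0% = DMSO alone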
#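 System: CHO-CHOP luciferase reporter cell line; amount: 500 cells/well; buffer or medium: F12 medium containing 10% fetal bovine serum; incubation: 6 h compound exposure at 37 °C after overnight seeding; measured by: luciferase luminescence after 10 min with Steady-Glo reagent; evaluation: % reporter activation, DMSO baseline versus tunicamycin full activation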
# APJ agonist: agonists of human APJ apelin receptor; activation, % at 20 µM; CHO-K1 APJ PathHunter beta-arrestin, luminescence; 0% DMSO wells, 100% apelin; 330,000 compounds, 0.11% hits;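 active means activation more than six SD over the plate average, tested at 20 µM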;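 further: 0% = DMSO alone and 100% = apelin-13 at 10 nM; some results filed as inactive read as strong as hits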
#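 Incubation: overnight seeding, 90 min compound at 25 °C, 1 h detection; test system: PathHunter CHO-K1 APJ (AGTRL-1) beta-arrestin reporter cells; amount: 1000 cells/well; doses: one dose, 20 µM compound, 1% DMSO; measured by: beta-gal luminescence; measure: agonist-driven arrestin binding to APJ; benchmarks: negative DMSO alone, positive Apelin-13 at 10 nM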
# tim23-1 inh: growth inhibitors of tim23-1 mutant yeast | S. cerevisiae tim23-1 growth, BacTiter-Glo luminescence, 24 h | inhibition, % at 20 µM | 330,000 compounds, 1.3% hits;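 active means growth inhibition of the mutant yeast at or above 50%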;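 further: temperature-sensitive mutant grown at 25 °C; plate controls were DMSO-treated mutant yeast for no effect and medium wells lacking yeast for full effect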
# Mdm2-MdmX inh: human Mdm2/MdmX binding inhibition. 330,000 compounds, 3% hits. SaOS-2 split-luciferase Mdm2/MdmX complementation, luminescence. AID 485346. O15151+Q00987. inhibition, % at 8 µM;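 active means inhibition of at least 50% at 8 µM in the primary screen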
# Target sequence (O15151 whole entry, looked up): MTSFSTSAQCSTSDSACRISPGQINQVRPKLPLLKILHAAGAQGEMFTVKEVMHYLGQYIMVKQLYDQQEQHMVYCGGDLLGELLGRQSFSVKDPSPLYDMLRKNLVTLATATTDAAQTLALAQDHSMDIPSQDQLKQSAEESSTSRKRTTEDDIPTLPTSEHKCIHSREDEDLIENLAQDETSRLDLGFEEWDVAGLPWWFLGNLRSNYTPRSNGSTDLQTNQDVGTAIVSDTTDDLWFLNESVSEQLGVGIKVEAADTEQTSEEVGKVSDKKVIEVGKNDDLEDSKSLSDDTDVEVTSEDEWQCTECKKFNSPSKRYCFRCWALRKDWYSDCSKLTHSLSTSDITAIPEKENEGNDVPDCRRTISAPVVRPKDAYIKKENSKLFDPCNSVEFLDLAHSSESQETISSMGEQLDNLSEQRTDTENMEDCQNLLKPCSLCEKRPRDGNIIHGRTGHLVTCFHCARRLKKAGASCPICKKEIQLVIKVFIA
# Target sequence (Q00987 whole entry, looked up): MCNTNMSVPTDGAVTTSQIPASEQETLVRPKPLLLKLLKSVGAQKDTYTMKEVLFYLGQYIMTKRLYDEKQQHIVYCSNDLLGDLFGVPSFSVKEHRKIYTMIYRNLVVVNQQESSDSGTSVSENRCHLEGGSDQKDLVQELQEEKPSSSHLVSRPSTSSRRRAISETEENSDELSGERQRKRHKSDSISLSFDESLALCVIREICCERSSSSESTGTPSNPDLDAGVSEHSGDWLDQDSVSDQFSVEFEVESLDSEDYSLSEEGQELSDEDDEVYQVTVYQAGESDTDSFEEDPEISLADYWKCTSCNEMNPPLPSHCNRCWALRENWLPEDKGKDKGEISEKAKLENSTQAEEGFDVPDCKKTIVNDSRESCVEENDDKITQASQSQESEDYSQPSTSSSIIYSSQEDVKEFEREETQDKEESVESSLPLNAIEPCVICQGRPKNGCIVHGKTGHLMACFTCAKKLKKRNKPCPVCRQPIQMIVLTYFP
# APJ antag: blocks the human apelin receptor APJ | CHO-K1 APJ beta-arrestin complementation, luminescence | inhibition, % at 20 µM | 330,000 compounds, 0.32% hits;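 active means inhibition above about 40% at 20 µM, limit read from the data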;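 further: cells challenged with 10 nM apelin-13 agonist together with compound; plate controls were apelin-13 plus DMSO wells for no effect and DMSO wells lacking apelin-13 for full effect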
# UPR XBP1 act: activators of adaptive arm of unfolded protein response (XBP1); activation, % at 20 µM; AID 463104; CHO-XBP1 luciferase reporter, IRE1-XBP1 UPR activation, luminescence; percent of tunicamycin response, DMSO as zero; 330,000 compounds, 0.33% hits;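 active means versus positive control, 20 µM dose yields 30% or more activation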;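 further: 100% = tunicamycin at 10 µg/mL and 0% = DMSO only wells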
#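 Material: CHO cell line with stable XBP1 luciferase reporter; schedule: 16-18 h cell attachment at 37 °C, then 6 h compound exposure; signal: glow luminescence from Steady-Glo reagent; medium: serum-containing F12 medium, 10% FBS; benchmarks: tunicamycin 10 µg/mL and vehicle-only wells; read-out: percent activation relative to tunicamycin reference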
# Jurkat NFkB inh: inhibitors of the PMA/ionomycin-induced NF-kB reporter in Jurkat cells; PMA/ionomycin-induced NF-kB luciferase reporter, luminescence; 330,000 compounds, 0.53% hits; inhibition, % at 4 µM; in the data active means inhibition above about 50%
# An asterisk follows results filed as active.
# Start of the data: the first 8 compounds as a preview:
SMILES,697 NFkB inh,UPR CHOP act,APJ agonist,tim23-1 inh,Mdm2-MdmX inh,APJ antag,UPR XBP1 act,Jurkat NFkB inh
COc1cccc(C(=O)Nc2cccc(-c3ccc(N4CCOCC4)nn3)c2)c1,-37.9,1.3,6.2,10.7,-26.6,-8.9,3.0,-39.3
N=c1oc2ccccc2cc1-c1nc(-c2ccc(Cl)cc2)cs1,-7.3,5.9,1.7,18.6,12.0,11.1,0.4,7.3
COc1ccc(S(=O)(=O)C(C#N)c2nc3ccccc3nc2N2CCCCC2)cc1 (centres undefined),6.7,-1.5,0.6,19.8,-37.1,-23.7,2.8,10.4
CC(=O)c1ccc(N2CCN(C3CCC(C(C)(C)C)CC3)CC2)cc1 (centres undefined),-9.7,2.1,0.5,-92.6,12.2,19.4,-0.8,1.7
O=C(c1ccc([N+](=O)[O-])o1)N(Cc1nnc(-c2ccccc2Cl)o1)C1CC1,14.9,0.4,4.6,18.2,13.8,-130.0,-0.4,13.8
Cc1ccc(CS(=O)(=O)CCC(=O)NCc2cccs2)cc1,-34.2,0.5,2.9,11.6,7.8,16.7,1.5,-5.8
Cc1nn(-c2ccccc2)c(Cl)c1/C=N/NC(=O)c1ccc(CNc2ccccc2)o1,-12.4,7.0,0.3,6.6,3.4,-7.0,1.9,-29.7
Clc1ccc(SCc2cc(-c3ccccc3)on2)cc1,29.3,-0.9,-0.4,-1.6,22.0,8.1,2.8,-1.1

# Results, from the first entry:
SMILES,697 NFkB inh,UPR CHOP act,APJ agonist,tim23-1 inh,Mdm2-MdmX inh,APJ antag,UPR XBP1 act,Jurkat NFkB inh
COc1cccc(C(=O)Nc2cccc(-c3ccc(N4CCOCC4)nn3)c2)c1,-37.9,1.3,6.2,10.7,-26.6,-8.9,3.0,-39.3
N=c1oc2ccccc2cc1-c1nc(-c2ccc(Cl)cc2)cs1,-7.3,5.9,1.7,18.6,12.0,11.1,0.4,7.3
COc1ccc(S(=O)(=O)C(C#N)c2nc3ccccc3nc2N2CCCCC2)cc1 (centres undefined),6.7,-1.5,0.6,19.8,-37.1,-23.7,2.8,10.4
CC(=O)c1ccc(N2CCN(C3CCC(C(C)(C)C)CC3)CC2)cc1 (centres undefined),-9.7,2.1,0.5,-92.6,12.2,19.4,-0.8,1.7
O=C(c1ccc([N+](=O)[O-])o1)N(Cc1nnc(-c2ccccc2Cl)o1)C1CC1,14.9,0.4,4.6,18.2,13.8,-130.0,-0.4,13.8
Cc1ccc(CS(=O)(=O)CCC(=O)NCc2cccs2)cc1,-34.2,0.5,2.9,11.6,7.8,16.7,1.5,-5.8
Cc1nn(-c2ccccc2)c(Cl)c1/C=N/NC(=O)c1ccc(CNc2ccccc2)o1,-12.4,7.0,0.3,6.6,3.4,-7.0,1.9,-29.7
Clc1ccc(SCc2cc(-c3ccccc3)on2)cc1,29.3,-0.9,-0.4,-1.6,22.0,8.1,2.8,-1.1
O=C(Cc1ccccc1)Nc1ccccc1CO,3.0,1.2,-2.7,1.2,11.3,2.1,0.0,-10.5
O=C(CN(C(=O)Cn1nnc(-c2ccccc2F)n1)c1cnc2ccccc2c1)NCC1CCCO1 (centres undefined),5.6,1.7,-1.6,-8.2,23.4,8.8,-2.7,17.8
O=C(COc1cccnc1[N+](=O)[O-])NCCc1ccc(Cl)cc1Cl,12.5,0.3,-4.4,-0.7,1.8,-19.2,-1.5,2.6
COc1cc(C#Cc2c(-c3ccccc3OC)oc3ccccc23)cc(OC)c1,-8.8,-0.4,-1.0,1.3,0.9,7.9,-0.9,-4.4
O=C(COc1cccc2c1CCN(Cc1ccccc1F)C2=O)N1CCOCC1,13.3,-0.5,-1.3,-3.1,15.3,8.1,-1.0,2.8
NS(=O)(=O)c1ccc(NC(=O)COC(=O)c2cn(-c3ccccc3)nc2-c2ccc(F)cc2)cc1,0.0,3.2,3.6,7.1,2.4,-5.2,68.4*,-5.2
N#Cc1ccc(-c2csc(-c3ccno3)n2)cc1,4.9,3.7,-4.2,-4.2,-14.8,-22.3,-0.2,-8.7
CCCc1cc(C(=O)Nc2cccnc2)no1,-8.5,1.5,7.6,29.3,-48.3,-15.5,2.2,-37.5
COc1ccc(-c2nc(CS(=O)CC(=O)NC3CCCC3)c(C)o2)cc1OC (centres undefined),5.9,0.7,-3.1,8.0,21.4,8.9,-6.8,0.8
CN(C(=O)c1ccc(NC(=O)Cc2ccc(NC(=O)C3CCCN(C(=O)c4ccccc4)C3)cc2)cc1)C1CC1 (centres undefined),-11.0,-0.7,-2.4,-4.4,17.2,-9.2,-1.8,-0.7
Cc1cc(C)cc(-n2c(C)cc(C=C(C#N)C#N)c2C)c1,-16.5,-0.5,3.6,-20.9,21.5,-4.2,0.1,7.1
COc1ccccc1Oc1ncnc2c1cnn2-c1ccccc1,-69.6,5.5,0.9,8.9,-39.0,5.9,1.7,-46.1
CSc1nc(NCc2ccccc2)c2c3c(sc2n1)CN(C)CC3,-24.5,1.9,-4.2,22.3,1.5,11.9,12.3,-11.3
O=[N+]([O-])c1ccc(N2CCN(c3ccc(O)cc3)CC2)cn1,-26.0,-0.5,3.6,4.2,1.5,-37.5,10.2,15.6
CN(C1CCCCC1)S(=O)(=O)c1ccc2c(c1)c(=O)c(C(=O)N1CCc3ccccc3C1)cn2C,1.4,-0.7,-0.5,1.0,15.9,15.0,-1.1,12.8
Cc1ccc(S(=O)(=O)c2nc(-c3ccco3)oc2SCC(N)=O)cc1,0.5,0.5,2.1,13.1,16.9,18.2,-6.6,11.1
O=C(NC(Cc1ccccc1)C(=O)O)/C(=C\c1cccc([N+](=O)[O-])c1)NC(=O)c1ccco1 (centres undefined),1.3,-0.7,-4.6,-4.1,3.6,10.1,-1.5,13.7
CCOc1ccc(NC(=O)C2CCCN(S(=O)(=O)c3cnc[nH]3)C2)cc1 (centres undefined),11.1,-0.4,-2.7,-14.7,-24.1,-76.7,-0.8,4.6
CN1CCNC(=O)C1CC(=O)NCCc1ccccc1F (centres undefined),5.2,-1.8,1.0,1.9,20.9,-12.9,-4.0,-8.1
CCCn1c(=O)c(C(=O)NCc2ccc(OC)c(OC)c2)c(O)c2ccccc21,7.7,0.2,-3.8,-23.0,6.0,-7.0,9.0,12.1
O=S(=O)(c1ccc2c(c1)OCCO2)N1CCC(O)(c2ccc(Cl)cc2)CC1,-11.2,0.9,2.0,35.1,29.3,-1.7,0.1,-7.7
CCOC(=O)N1CCN(S(=O)(=O)c2cc(Br)cc3c2N(C(=O)CC)CC3)CC1,1.8,1.7,-3.0,7.5,1.0,-7.8,-1.2,-1.6
CCCN(CC(=O)Nc1ccccc1OC)C(=O)C1CCCC1,-6.0,3.5,-1.3,17.0,15.4,8.7,-2.9,0.9
O=C(CCC(=O)OCC(=O)c1ccccc1)NC1CCCCC1,5.5,-0.8,-4.8,5.6,37.8,18.3,-3.0,20.3
C=CCNc1nc(C(=O)OCC(=O)c2ccc(Cl)cc2)cs1,7.3,8.2,-4.0,1.7,1.0,9.9,-0.7,-6.5
O=C(NCc1ccccc1)c1ccc(Br)cc1Br,7.7,3.4,-0.5,14.6,-9.0,5.0,1.1,-10.3
C=CCn1cnc2c(c1=O)c1nc3ccccc3nc1n2/N=C/c1cccc(OC)c1OC,17.9,9.5,4.2,30.6,59.3*,13.3,24.1,3.4
CSc1ccc(NC(=O)C(C)N2CCN(C)CC2)cc1 (centres undefined),10.5,0.2,0.1,-7.7,-20.3,-13.2,-0.4,-0.9
O=C(NCc1cccc(OC(F)(F)F)c1)C1CCC(=O)N(Cc2cccc(F)c2)C1 (centres undefined),-11.6,0.8,-0.5,12.4,2.7,8.2,0.2,2.2
O=C(CN1CCN(S(=O)(=O)c2ccc(F)c(Cl)c2)CC1)N1CCc2ccccc21,-4.5,2.1,-1.3,38.8,-0.6,16.8,0.2,2.0
CCOc1ccc(/C=C/C(=O)Oc2ccc(OC)cc2)cc1,-5.0,1.7,1.7,-4.6,-6.9,-3.2,2.6,-13.0
CCn1c(SCC(=O)Nc2nccs2)nnc1-c1ccc(S(=O)(=O)N2CCCCC2)cc1,-2.9,0.3,-0.7,14.4,5.0,-18.2,-2.7,-12.7
CCn1c2ccccc2c2cc(NC(=O)CSc3nccc(=O)[nH]3)ccc21,-13.8,1.8,0.9,14.5,-9.4,-5.9,1.1,-31.7
Cc1ccc(S(=O)(=O)N(C)CCCC(=O)N2CCCCC2)cc1,-4.6,0.8,-0.4,-3.4,-0.9,12.0,-4.0,-1.1
CCC(=O)NCCn1ccc2ccccc21,-11.3,-1.9,-3.4,-2.8,15.8,-0.4,-0.7,-18.1
Cc1ccccc1NC(=O)CN1CCC(C(=O)c2ccc3c(c2)OCCO3)CC1,16.9,0.0,-2.9,11.8,18.8,3.4,-6.7,0.9
CC/C(=N\NC(=S)NC(C)C)c1ccc(OC)c(OC)c1,6.1,0.9,-1.8,28.8,2.3,12.7,2.5,10.9
Cc1cc(C)n(CC(O)Cn2cnc3c2c(=O)n(C)c(=O)n3C)n1 (centres undefined),14.1,0.0,1.2,8.3,13.1,12.7,2.4,9.9
O=C(CSc1nccn(-c2ccc3c(c2)OCCO3)c1=O)Nc1ccccc1,-62.5,2.0,-2.0,15.7,-5.4,-57.8,-1.5,-19.1
CCOc1ccc(C2CC(c3cccc(C)c3)n3ncnc3N2)cc1 (centres undefined),13.9,1.0,-2.7,17.4,21.7,-6.9,-1.2,-2.8
CCCCn1nc(C(=O)Nc2cccc(C(=O)NC3CC3)c2)c2ccccc2c1=O,27.1,0.7,-3.8,15.8,-19.3,1.0,0.3,-2.9
C/C(=N\NS(=O)(=O)c1cccc([N+](=O)[O-])c1)c1cccnc1,5.6,-2.6,-3.2,13.1,12.1,5.4,0.5,2.8
Cc1cc(C)c(NC(=O)C2CCN(C(=O)c3ccco3)CC2)c(C)c1,1.1,-1.3,-5.3,-1.7,2.1,-24.2,0.6,6.7
CCN(/C(N)=N/c1nc(C)cc(C)n1)c1ccccc1,-13.2,2.7,-3.8,10.5,12.1,19.1,-1.6,7.3
O=C(O)c1cc(-c2cc3ccccc3o2)nn1-c1ccccc1,13.7,1.1,-3.5,4.9,-1.4,-1.0,-0.2,14.3
O=C(C[C@@H]1C/C=C\C[C@H](Cc2ccc(F)cc2)C(=O)OC[C@@H]2CCCN2C1=O)N[C@H](CO)Cc1ccccc1,-33.2,-0.1,-3.2,10.0,-13.0,-10.9,-0.2,-12.7
CCC(C)n1c(=S)[nH]c2c(sc3ccc([N+](=O)[O-])cc32)c1=O (centres undefined),-13.5,1.5,-1.4,31.7,28.1,20.7,-1.2,14.2
O=C(N1CCOCC1)N1c2ccccc2Sc2ccccc21,6.7,0.9,-2.6,20.5,14.8,8.9,-3.2,5.3
